TRPC6 inhibitor = blocks the mouse TRPC6 cation channel | Q61143 | HEK293-TRPC6, membrane potential dye, ACh-evoked depolarization; stronger effect = lower value | B-score at 10 µM | hit rate 1.1% among 310,000 | AID 2553;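 active means B-score under library mean minus 3 SD, initial fluorescence not abnormally high, positive integrated signal ratio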;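 further: B-score derived from integrated fluorescence ratio over the kinetic read; more negative B-score means stronger inhibition of depolarization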
Target sequence (Q61143 whole entry, looked up): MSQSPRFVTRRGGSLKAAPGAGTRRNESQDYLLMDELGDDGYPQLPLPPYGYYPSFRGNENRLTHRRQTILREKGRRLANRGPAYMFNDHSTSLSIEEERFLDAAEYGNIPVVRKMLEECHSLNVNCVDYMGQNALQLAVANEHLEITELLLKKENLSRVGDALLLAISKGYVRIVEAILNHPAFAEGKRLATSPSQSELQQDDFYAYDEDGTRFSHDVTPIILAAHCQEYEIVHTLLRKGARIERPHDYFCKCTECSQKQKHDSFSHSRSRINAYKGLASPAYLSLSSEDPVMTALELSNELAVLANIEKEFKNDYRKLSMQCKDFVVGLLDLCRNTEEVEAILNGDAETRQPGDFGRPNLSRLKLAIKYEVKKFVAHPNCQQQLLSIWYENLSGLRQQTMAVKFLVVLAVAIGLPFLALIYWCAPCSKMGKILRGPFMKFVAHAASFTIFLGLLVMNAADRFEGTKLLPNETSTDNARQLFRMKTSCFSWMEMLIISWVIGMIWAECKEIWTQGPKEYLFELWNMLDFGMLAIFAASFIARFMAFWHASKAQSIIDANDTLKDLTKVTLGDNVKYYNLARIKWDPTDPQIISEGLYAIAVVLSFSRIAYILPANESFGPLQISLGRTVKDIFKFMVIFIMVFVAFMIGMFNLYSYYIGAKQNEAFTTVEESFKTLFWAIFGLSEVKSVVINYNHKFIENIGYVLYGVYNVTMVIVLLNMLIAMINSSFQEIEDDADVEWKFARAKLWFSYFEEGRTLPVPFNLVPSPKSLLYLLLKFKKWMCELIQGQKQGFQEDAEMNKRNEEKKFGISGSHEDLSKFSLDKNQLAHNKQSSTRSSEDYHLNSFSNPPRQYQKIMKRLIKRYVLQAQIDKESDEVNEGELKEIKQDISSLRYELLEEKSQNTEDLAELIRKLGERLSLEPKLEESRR
SKKanGAS inh = inhibitors of SKKanGAS S. pyogenes growth in kanamycin (SK-promoter or general growth effect) | BacTiter-Glo, 6 h | inhibition, % at 7.5 µM | hit rate 1.3% among 300,000 | AID 1662;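 active means mean replicate score, as percent of positive control median, at least 50; inconclusive means mean below 50 but one replicate at or above 50; inactive means mean and every replicate below 50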;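 further: strain carries kanamycin resistance gene driven by streptokinase promoter and grows in 40 µg/ml kanamycin; loss of luminescence reflects streptokinase promoter inhibition or plain growth inhibition; 0% = median of DMSO wells and 100% = positive control at its reference dose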
IEC-6 cytotox = counter-screen for KLF5 inhibitors: cytotoxicity in IEC-6 cells | IEC-6 cytotoxicity, luminescence viability | inhibition, % at 5 µM | hit rate 0.78% among 290,000; in the data active means inhibition above about 22%;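 further: 0% = plate median of test compound wells and 100% = cytotoxic reference compound wells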
TRPC6 act = mouse TRPC6 channel activation; HEK293-TRPC6 membrane potential dye fluorescence; stronger effect = higher value; B-score at 10 µM; hit rate 0.13% among 310,000;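 active means B-score of the integrated fluorescence ratio above library mean plus 3 SD, and starting fluorescence ratio within library mean plus 5 SD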;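 further: higher score means more depolarization so channel activation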
TRPC4 act = opens the mouse TRPC4 cation channel | Q9QUQ5 | HEK293 TRPC4beta/mu-opioid, Fluo4 calcium fluorescence; stronger effect = higher value | B-score at 10 µM | hit rate 0.49% among 310,000;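 active means B-score above 5 SD of library B-scores, and initial fluorescence ratio not above library mean plus 5 SD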;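 further: positive B-score marks a calcium rise read as TRPC4 activation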
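Test system: HEK293 cells stably co-expressing mouse TRPC4beta and mu-opioid receptor | Schedule: Fluo4 dye loading 45 min at room temperature, 110 s recording | Measured by: Kinetic Fluo4 calcium fluorescence, 5 s baseline at 1 Hz | Evaluation: B score of integrated ratio | Controls: Buffer (low) and maximal DAMGO (high)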
MrgX1 antag = human MrgX1 receptor antagonism, primary screen; Q96LB2; MRGX1-HEK293 calcium flux, Fluo-4, BAM8-22 antagonism; stronger effect = lower value; B-score at 10 µM; hit rate 1.3% among 310,000; AID 588676;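 active means calcium-response B-score plate-corrected more than 3 library SD below zero, starting fluorescence within 5 deviations, no agonist response on first addition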;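 further: peak minus trough fluorescence over baseline after final BAM8-22 challenge near maximal dose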
TRPC4 inh = blocks the mouse TRPC4 cation channel; B-score at 10 µM; HEK293 TRPC4beta/mu-opioid, DAMGO-evoked Fluo4 calcium flux; stronger effect = lower value; hit rate 0.39% among 300,000; Q9QUQ5;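 active means B-score over 3 SD under the library average, no early fluorescence shift, positive overall ratio signal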
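material = TRPC4beta/mu-opioid receptor HEK293 cell line | probe or stimulus = sequential submaximal and maximal DAMGO stimulation | compound dosing = one concentration per compound | measured by = Fluo4 Ca2+ flux fluorescence | evaluation = integrated fluorescence ratio relative to baseline, converted to per-well B score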
aSyn 5UTR inh = MLPCN primary screen, SNCA 5' untranslated region. alpha-synuclein 5'UTR reporter, inhibitor activity. inhibition, % (tested at 7.5 µM). hit rate 0.82% among 300,000. AID 1813; in the data active means inhibition above about 60%; inconclusive means no clear call, values can overlap the other calls;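 further: H4 neuroglioblastoma cells stably carrying SNCA 5'UTR luciferase fusion; 0% = DMSO wells and 100% = positive control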
KLF5 inh = inhibitors of KLF5 expression; DLD-1 KLF5 promoter-luciferase reporter, luminescence; inhibition, % at 5 µM; hit rate 0.23% among 290,000;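 active means inhibition above a per-plate limit of that plate's mean compound inhibition plus 3 SD, cut at about 60% in these data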;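 further: 0% = DMSO wells and 100% = LY294002 at 200 µM; higher means less KLF5 promoter-driven luciferase light; inactives centre near -14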
HIF activator = HIF pathway transcriptional activation; hit rate 0.32% among 300,000; U2OS HRE-luciferase reporter, luminescence; normalized: DMSO 0%, desferrioxamine 100%; activation, % at 7.5 µM (by protocol);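 active means mean activation of at least 10% of the iron chelator positive control signal, with at least half of replicates also reaching 10%; inconclusive means mean and replicate majority disagree about reaching 10%; inactive means mean and most replicates under 10%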
TRPC4 PAM = allosterically enhances the mouse TRPC4 cation channel; Q9QUQ5; HEK293 TRPC4beta/mu-opioid, DAMGO EC20, Fluo-4 Ca2+ flux; stronger effect = higher value; B-score at 10 µM; hit rate 0.42% among 310,000;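 active means B-score of calcium response area above 5 SD of library B-scores, with initial fluorescence ratio within 5 SD of library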;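 further: B-score of integrated fluorescence ratio over time as area under calcium response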
Active calls of the source: *; i = inactive; ? = inconclusive; · = not tested or not shown. This is a random part of the collection. Share with any hit: about 5.8%.

SMILES | TRPC6 inhibitor | SKKanGAS inh | IEC-6 cytotox | TRPC6 act | TRPC4 act | MrgX1 antag | TRPC4 inh | aSyn 5UTR inh | KLF5 inh | HIF activator | TRPC4 PAM
Cc1ccc(S(=O)(=O)N2CCN(Cc3cccc(F)c3)CC2)cc1 | i | -13 | · | i | i | i | i | 11 | · | 0.0 | i
CCCCOc1ccc2c(C)cc(=O)oc2c1OCCCC | i | -3 | -4 | i | i | i | i | -9 | -46 | -0.2 | i
CCc1ncc(C(=O)c2ccc(OC)cc2)n1C | i | -1 | 0 | i | i | i | i | 11 | -37 | 0.2 | i
Cc1cccc(NS(=O)(=O)c2ccc3c(c2)NC(=O)CC(=O)N3)c1 | i | -24 | -1 | i | i | i | i | 19 | -20 | -0.5 | i
Nc1nccnc1C(=O)N/N=C/c1ccco1 | i | 1 | 1 | i | i | i | i | -61 | -157 | 2.7 | i
O=[N+]([O-])c1ccc(S(=O)(=O)NCC(c2cccnc2)N2CCc3ccccc3C2)cc1 (stereo unspecified) | i | -16 | · | i | i | i | i | 17 | · | -0.2 | i
CCn1c(SCC(=O)Nc2sc(C)c(C)c2C#N)nnc1C1CC1 | i | 3 | 1 | i | i | i | i | 23 | -23 | -0.5 | i
COC(=O)CN(c1ccc(OCc2ccccc2)cc1)S(C)(=O)=O | i | -5 | -4 | i | i | i | i | -10 | -4 | -0.4 | i
CC(=O)Nc1nc2ccccc2n1CCN(C)C | i | 0 | 4 | i | i | i | i | -26 | -18 | 0.5 | i
COc1cccc(-n2nnc3c(=O)n(Cc4ccc(Cl)cc4)cnc32)c1 | i | 22 | -1 | i | i | i | i | -23 | -26 | 0.5 | i
CCOc1ncccc1C(=O)N(C)CC1COc2ccccc2O1 (stereo unspecified) | i | -14 | -1 | i | i | i | i | 19 | -6 | 0.2 | i
O=c1[nH]cnc2c1C1(CCCC1)Cc1ccccc1-2 | i | 0 | 4 | i | i | i | i | -3 | 8 | -0.4 | i
O=C(c1ccncc1)c1ccc([N+](=O)[O-])cc1 | i | 5 | -1 | i | i | i | i | 17 | -13 | -1.0 | i
CCCCS(=O)(=O)Nc1ccc(Cc2ccncc2)cc1 | i | 1 | 1 | i | i | i | i | 7 | -4 | -0.3 | i
Cc1nc(-c2ccccc2)sc1C1(C)CC(c2ccc([N+](=O)[O-])cc2)=NO1 (stereo unspecified) | i | 5 | · | i | i | i | i | 2 | · | -0.3 | i
CC1CCCCC1NC(=O)COCc1cc(-c2cccs2)on1 (stereo unspecified) | i | -2 | 5 | i | i | i | i | -14 | -16 | -0.1 | i
COc1ccccc1N(CC(=O)NCc1ccc2c(c1)OCO2)C(=O)CCC(=O)Nc1nccs1 | i | -3 | 1 | i | i | i | i | 10 | 9 | 0.0 | i
Cn1cc(CN2CCCC(C(=O)c3nccn3C)C2)c(-c2cccc(Cl)c2)n1 (stereo unspecified) | i | 6 | -11 | i | i | i | i | 5 | -19 | 0.0 | i
COc1ccc(N2C(=O)CSCC2=O)cc1OC | i | 3 | 5 | i | i | i | i | -1 | 3 | 0.3 | i
CC(C)CNC(=O)COc1ncnc2sccc12 | i | 2 | -8 | i | i | i | i | -6 | -4 | 0.8 | i
O=C(COC(=O)CC12CC3CC(CC(C3)C1)C2)Nc1cccnc1Cl | i | 10 | 4 | i | i | i | i | -3 | -8 | -0.2 | i
O=C(Nc1ccccc1)c1cn2ccccc2n1 | i | -3 | 6 | i | i | i | i | 51 | -25 | -1.8 | i
O=C(NCc1ccon1)c1ccc(OC2CCN(CCc3ccccc3)CC2)cc1 | i | 2 | -3 | i | i | i | i | 26 | 3 | -0.6 | i
O=C(N/N=C/c1coc2ccccc2c1=O)c1ccccc1 | i | 0 | 4 | i | i | i | i | 42 | -4 | 0.8 | i
O=C(CN1C(=O)c2cccnc2C1=O)c1ccccc1 | i | 7 | 1 | i | i | i | i | -58 | -62 | 0.5 | i
CCN(CC)C(=O)c1sc(N2C(=O)Nc3ccccc3N2O)c(C(=O)OC)c1C | i | 6 | -3 | i | i | i | i | -16 | -13 | -0.5 | i
Cc1ccc(C23OC(=O)C(C)(C)C2OC(=O)C3(C)C)cc1 (stereo unspecified) | i | -2 | -3 | i | i | i | i | 5 | -26 | -0.7 | i
CN1c2ccccc2C(C)(C)C12CC(CCl)=NO2 (stereo unspecified) | i | -9 | 4 | i | i | i | i | 9 | 16 | 0.0 | i
O=C(/C=C\c1ccc2c(c1)OCO2)NC1(C(=O)Nc2ccc3c(c2)OCO3)CCCCC1 | i | -13 | 0 | i | i | i | i | 29 | -1 | -0.7 | i
NC(=O)N=Nc1c(O)n(Cc2ccccc2)c2ccc(Br)cc12 | i | 3 | 4 | i | i | i | i | 42 | -27 | 1.0 | i
COc1cccc(OC)c1C(=O)NCCOc1cc(C)cc(C)c1 | i | -1 | -5 | i | i | i | i | 17 | -14 | -1.4 | i
COc1ccc(NS(=O)(=O)c2ccc(N3CCOCC3)c(NC(=O)c3ccccc3Br)c2)cc1 | i | 2 | 3 | i | i | i | i | 1 | -11 | -1.3 | i
COCCN1C(=O)C(CC(=O)Nc2ccccc2)SC1=Nc1ccc(OC)cc1 (stereo unspecified) | i | -4 | 0 | i | i | i | i | -5 | -10 | 0.6 | i
CC(C)OC(=O)CSc1nnc(-c2cnccn2)n1-c1ccc(Cl)cc1 | i | -4 | 5 | i | i | i | i | -7 | -26 | 0.1 | i
Cc1ccc(NC(=O)Cn2cc([N+](=O)[O-])nc2C)cc1C | i | -1 | -11 | i | i | i | i | 19 | -49 | -0.9 | i
Cc1cccc(C2c3[nH]c4ccccc4c3CCN2Cc2cccn2-c2ncccn2)c1 (stereo unspecified) | i | 12 | 6 | i | i | i | i | -50 | -4 | 0.6 | i
CCOc1ccc(CCNC(=O)/C=C/c2ccco2)cc1OCC | i | 0 | -7 | i | i | i | i | -26 | -41 | 0.3 | i
Cc1cc2c(nn1)CCC/C2=N\O | i | -3 | 1 | i | i | i | i | -2 | -11 | -0.6 | i
COc1cccc(NC(=S)N(CCCN2CCCC2)Cc2cccn2Cc2ccc(Cl)cc2)c1 | -5.3* | 0 | 14 | i | i | i | i | -9 | -30 | 0.2 | i
Cc1cc2c3c([nH]c2cc1S(=O)(=O)NCc1ccc(CN2CCCCCC2)o1)CCCC3=O | i | 10 | -5 | i | i | i | i | -36 | -22 | -0.1 | i
CC(C)(C)NC(=O)NC(=O)CN1CCN(Cc2ccccc2)CC1 | i | -8 | 5 | i | i | i | i | -17 | -36 | 0.3 | i
CC(C)N1CCN(C(=O)c2ccc(OC3CCN(CCc4ccccc4)CC3)cc2)CC1 | i | 38 | 13 | i | i | i | i | -35 | -29 | 0.3 | i
COc1ccc(C(=O)N2CCN(Cc3ccccc3C(F)(F)F)CC2)cc1 | i | -3 | 3 | i | i | i | i | 19 | 7 | -0.1 | i
Cc1ccn2c(Nc3ccccc3C)c(-c3ccncc3)nc2c1 | i | -5 | -4 | i | i | i | i | 21 | -10 | -0.4 | i
CC(=O)Nc1ccc(/C=C2\CCc3ccccc3C2=O)cc1 | i | -1 | 2 | i | i | i | i | -118 | -215 | 5.8 | i
COC(=O)C1=CN(Cc2ccc(OC)cc2)C=C(C(=O)OC)C1c1cc(OC)c(OC)c(OC)c1 | i | -2 | 8 | i | i | i | i | 7 | -3 | 0.0 | i
CN(c1ccc(OCc2ccc([N+](=O)[O-])cc2)cc1)S(=O)(=O)c1ccccc1 | i | 0 | -4 | i | i | i | i | 11 | -16 | -0.5 | i
O=C(CCNS(=O)(=O)c1ccccc1)OCC(=O)c1ccc[nH]1 | i | 1 | · | i | i | i | i | 8 | · | 0.9 | i
CCOC(=O)COn1c(-c2cccc(Cl)c2)nc2ccc([N+](=O)[O-])cc21 | i | -9 | -5 | i | i | -6.2* | i | -192 | -89 | 3.4 | i
Cc1ccc(S(=O)(=O)N2CCC(C(=O)O)CC2)cc1 | i | -4 | -6 | i | i | i | i | -5 | -9 | 0.2 | i
COc1cc2ncnc(N[C@H](C)c3ccccc3)c2cc1OC | i | 1 | 4 | i | i | i | i | -4 | -17 | 1.6 | i
NNC(=O)c1sccc1OCc1ccc(F)cc1 | i | 3 | -6 | i | i | i | i | -18 | -4 | 1.5 | i
Cc1ncccc1C(=O)N1CCCC(C(=O)c2ccc3c4c(cccc24)CC3)C1 (stereo unspecified) | i | 3 | 0 | i | i | i | i | 23 | -38 | -0.3 | i
N#Cc1cc2c([nH]c1=S)CCCC2 | i | -12 | 0 | i | i | i | i | 15 | -2 | 1.5 | i
CCCCN(CC)CCCNC(=O)c1cn(C)c(=O)c2c1c1ccccc1n2C | i | -6 | -11 | i | i | i | i | -21 | -41 | 1.2 | i
CCCn1c(SCC(=O)N2c3ccccc3CC2C)nnc1-c1ccco1 (stereo unspecified) | i | 2 | -3 | i | i | i | i | 11 | 1 | 0.0 | i
Cn1nnc2cc(C(=O)N3CCC(c4ccccc4)C3)ccc21 (stereo unspecified) | i | 14 | 0 | i | i | i | i | -21 | -46 | ? | i
Cc1ccc(-n2c(C)nc3ncnc(-c4ccccc4)c32)cc1 | i | 1 | -4 | i | i | i | i | 23 | -30 | -0.3 | i
Cc1ccc(S(=O)(=O)NC2CC2)cc1 | i | 1 | 5 | i | i | i | i | 7 | -14 | -0.8 | i
CN(Cc1cccc2cnccc12)C(=O)c1cc(COc2ccc(F)cc2Cl)on1 | i | -18 | -1 | i | i | i | i | -12 | -59 | 1.1 | i
Later entries.
SMILES | TRPC6 inhibitor | SKKanGAS inh | IEC-6 cytotox | TRPC6 act | TRPC4 act | MrgX1 antag | TRPC4 inh | aSyn 5UTR inh | KLF5 inh | HIF activator | TRPC4 PAM
COc1ccc(NC(=O)CSc2ccc(-c3ccccn3)nn2)cc1OC | i | -11 | -2 | i | i | i | i | -29 | -25 | -0.2 | i
COc1ccc(C2=NC(CO)(CO)CO2)cc1 | i | 0 | -2 | i | i | i | i | 15 | -11 | -0.2 | i
Cc1ccc(S(=O)(=O)N(C)C)cc1NC(=O)COC(=O)c1c(C)noc1C | i | 8 | 5 | i | i | i | i | -10 | -4 | 1.1 | i
CCc1nc(N)c(C#N)c(-c2ccncc2)c1C | i | 5 | 2 | i | i | i | i | 23 | -8 | -0.7 | i

Assay outcomes from PubChem.
